# Screens as filed in PubChem BioAssay.
# AddAB inh – growth inhibition of E. coli expressing H. pylori AddAB, primary screen, AddAB inhibitor project, absorbance | hit rate 0.29% among 330,000 | inhibition, % at 11.9 µM | AID 435030, 2010; in the data active = inhibition above about 12%;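 note: 0% = vehicle wells of infected cells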
# Tat export inh – E. coli Tat export inhibitors, primary screen, MC4100, TorA-mCherry reporter, fluorescence, single point; hit rate 0.036% among 340,000; inhibition, % at 10 µM; AID 488895, 2010;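 active = mean replicate inhibition at least 50% and at least half of replicates individually reaching 50%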;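 note: exported cargo escapes ClpAP degradation while cytoplasmic cargo is degraded and loses fluorescence; 0% = median of neutral control wells and 100% = median of NaSCN control wells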
# Wnt bcat act – Wnt/beta-catenin pathway activators, primary screen, cell-based, plate reader, single point; Wnt/beta-catenin reporter cell assay, activator; activation, % at 9.35 µM; hit rate 1.2% among 300,000; AID 743398, 2014; in the data active = activation above about 30%, passing the limit was not always enough;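 note: 0% = neutral control wells and 100% = positive control wells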
# CAL PDZ FP-1 – untagged CAL PDZ binding inhibitors, primary screen, biochemical, fluorescence polarization, HTS | AID 602252, 2012 | hit rate 0.92% among 300,000 | inhibition, % at 24.9 µM | Golgi-associated PDZ and coiled-coil motif-containing protein (Homo sapiens), Q9HD26 | purified CAL PDZ, TMR-peptide fluorescence polarization, 1 h;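 active = mean inhibition of at least 30% with at least half of replicates also reaching 30%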;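 note: 0% = DMSO neutral control and 100% = excess unlabeled competitor peptide PRC23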
# SR-BI DiI-HDL act – activators of SR-BI mediated DiI-HDL uptake, primary screen, ldlA[mSR-BI] CHO cells, DiI fluorescence. 3 h; 100 = double the neutral-control signal. activation, % at 12.5 µM. hit rate 0.096% among 320,000. AID 504775, 2011;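 active = mean replicate activation of at least 60% and every replicate at or above 60%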;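 note: 0% = median plate neutral-control signal and 100% = twice that signal; values of inactives mirror those of a sister screen read the other way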
#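 Material: SR-BI-overexpressing, LDLR-lacking CHO cells; schedule: compound exposure 3 h, 37 °C; reagent: DiI-labelled HDL at 10 µg/mL final; technique: bottom-read fluorescence, 550/595 nm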
# MITF TRPM1 HTS – activators of MITF-driven TRPM1 promoter reporter, primary screen, cell-based, SK-MEL-5, luciferase, single point; activation, % at 12.5 µM; SK-MEL-5 TRPM1-promoter luciferase, 24 h; % of positive control, neutral wells = 0; hit rate 0.75% among 300,000;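 active = mean activation of at least 80% with every replicate also reaching 80%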;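 note: 0% = neutral control wells and 100% = parthenolide positive control wells; values of inactives mirror those of a sister screen read the other way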
# E coli growth – E. coli V3065 growth inhibition, primary screen, counter-screen for AddAB inhibitor project, absorbance, OD600 | 18 h | inhibition, % at 11.9 µM | hit rate 0.27% among 330,000 | AID 449728, 2010;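 active = inhibition above the campaign's mean inhibition across all tested compounds plus 3 SD, cut at about 9.9% in these data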;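 note: uninfected addAB+ strain grown without phage in ampicillin broth; 0% = DMSO wells and 100% = ciprofloxacin 0.95 µg/ml wells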
# SR-BI DiI inh – inhibitors of SR-BI mediated HDL lipid uptake, primary screen, ldlA[mSR-BI] cells, fluorescence, single point; ldlA[mSR-BI] CHO cells, DiI-HDL uptake fluorescence, 3 h; Scavenger receptor class B member 1 (Mus musculus), Q61009; inhibition, % at 12.5 µM; AID 488896, 2010; hit rate 0.96% among 320,000;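 active = mean replicate inhibition of at least 70% and a set share of replicates each scoring 70 or more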;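 note: 0% = median of neutral control wells and 100% = median of positive control wells; values of inactives mirror those of a sister screen read the other way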
# Target sequence (Q61009 whole entry, looked up): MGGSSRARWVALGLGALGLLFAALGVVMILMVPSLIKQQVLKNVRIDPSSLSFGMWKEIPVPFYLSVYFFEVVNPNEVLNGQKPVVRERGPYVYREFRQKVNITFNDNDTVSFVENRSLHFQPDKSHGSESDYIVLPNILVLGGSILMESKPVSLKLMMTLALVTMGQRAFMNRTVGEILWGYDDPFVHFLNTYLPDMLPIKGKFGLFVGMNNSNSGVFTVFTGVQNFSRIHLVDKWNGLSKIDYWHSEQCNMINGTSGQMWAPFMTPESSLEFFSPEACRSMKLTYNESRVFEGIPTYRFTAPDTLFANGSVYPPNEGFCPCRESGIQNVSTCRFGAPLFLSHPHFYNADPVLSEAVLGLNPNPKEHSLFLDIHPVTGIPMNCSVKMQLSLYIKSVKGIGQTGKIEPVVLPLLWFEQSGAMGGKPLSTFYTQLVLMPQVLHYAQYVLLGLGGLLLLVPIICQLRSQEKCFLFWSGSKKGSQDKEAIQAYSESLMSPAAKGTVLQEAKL
# phage Ecoli inh – growth loss of phage-infected E. coli, primary screen, RecBCD inhibitor project, absorbance, with phage, HTS. inhibition, % at 11.9 µM. hit rate 0.26% among 360,000. AID 651602, 2012; in the data active = inhibition above about 11%
# CAL PDZ FP-2 – CAL PDZ peptide-binding inhibitors, primary screen, biochemical, fluorescence polarization, Cer-tagged CAL PDZ, HTS; purified CAL PDZ, TMR-peptide fluorescence polarization, 1 h; inhibition, % at 20 µM; AID 504414, 2011; hit rate 0.02% among 330,000;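 active = highest replicate inhibition of at least 40%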;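 note: plate controls were DMSO neutral control wells for no effect and unlabeled competitor peptide control wells for full effect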
#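 Material: tagged CAL PDZ domain; buffer or medium: 25 mM sodium phosphate pH 7.4, 150 mM NaCl, TCEP, IgG, Thesit; compound dosing: single point, 20 µM; schedule: 1 h incubation at room temperature before polarization reading; measured by: FP readout, S and P plane fluorescence; read-out basis: percent inhibition from loss of millipolarization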
# Numbers without * were called inactive; · = no result given; & = joins results of further samples.
nr	Molecule	AddAB inh	Tat export inh	Wnt bcat act	CAL PDZ FP-1	SR-BI DiI-HDL act	MITF TRPM1 HTS	E coli growth	SR-BI DiI inh	phage Ecoli inh	CAL PDZ FP-2
1	O=C(c1ccco1)N1CCN(C(=O)c2cnn3c2NC(c2cccs2)CC3C(F)(F)F)CC1 (centres undefined)	0.1	7	-1	-1	18	-12	-0.1	-18	2.6	-2.9
2	O=C(O)CC1NC(=O)N(C2CCCCC2)C1=O (centres undefined)	1.6	-1	2	0	-7	8	-0.1	7	2.0	-0.9
3	O=C(O)c1cc2ccccc2cn1	·	5	-4	-3	-1	5	·	1	4.4	0.7
4	CC1(C)CC(=O)C2=C(C1)Nc1ccccc1S2	4.5	1	2	0	-5	·	2.3	5	0.5	-1.6
5	CCOC(=O)C1(CCOc2ccccc2)CCN(Cc2ccc(CO)o2)CC1	3.7	2	-4	0	-6	-7	1.9	6	4.0	-2.1
6	Cc1ccc(S(=O)(=O)NCCC(=O)OCc2ccc([N+](=O)[O-])cc2)cc1C	3.1	5	1	-2	6	7	0.1	-6	1.9	-2.3
7	CCCCOc1ccc(/C=C(\C#N)C(=O)NC2CC2)cc1	-0.7	·	1	·	·	·	3.4	·	1.5	·
8	Cc1nc(Nc2nc(-c3ccccc3)cc(=O)[nH]2)nc2ccccc12	-1.0	-1	·	-1	-43	-3	-0.5	43	1.3	-6.8
9	CC(C)OC(=O)CSc1nnc(-c2ccncc2)n1N	2.3	2	·	6	0	0	2.2	0	2.3	-0.7
10	Cc1ccc(S(=O)(=O)N(CC(=O)Nc2cccc([N+](=O)[O-])c2)C(=O)N2CCN(C)CC2)cc1	·	-1	-1	-1	24	-5	·	-24	-0.7	-1.3
11	O=c1c(-c2nnc(SCc3ccc(Cl)cc3)o2)cccn1Cc1ccccc1	4.7	7	-2	·	-16	-1	2.2	16	1.9	-1.7
12	COc1ccccc1NC(=O)N1CCN(c2ncccn2)CC1	-2.6	9	-3	-2	-16	0	-3.1	16	2.7	-0.5
13	COc1ccc(C)cc1S(=O)(=O)N1CCCC(C(=O)NCC2CCCO2)C1 (centres undefined)	3.9	1	-1	-1	12	1	2.6	-12	3.1	-2.6
14	COc1ccc(-c2[nH]c3ccccc3c2SCCNC(=O)c2cc3ccccc3oc2=O)cc1	3.7	6	6	·	-35	·	0.4	35	-0.8	0.9
15	Cc1noc(C(C)C)c1C(=O)Nc1ccc(-c2nnc3n2CCCCC3)cc1	-1.4	21	-4	-3	-25	1	-0.9	25	-0.1	-0.9
16	CC(=O)c1ccc(S(=O)(=O)Nc2ccc(C(=O)NCC(c3ccccc3)N(C)C)cc2)cc1 (centres undefined)	-2.4	-5	-2	-5	2	-1	-0.6	-2	1.1	0.5
17	CCCCN(C(=O)C1CCCC1)c1c(N)n(Cc2ccccc2)c(=O)[nH]c1=O	-2.2	-2	-2	-3	-4	1	2.0	4	-0.6	0.6
18	CC(C)C(OC(=O)CCCC(=O)Nc1nccs1)C(=O)NC1CCCCC1 (centres undefined)	2.0	-4	-2	0	10	-2	-0.3	-10	3.2	-1.1
19	O=[N+]([O-])c1ccc(NS(=O)(=O)c2ccccc2)c(Cl)c1	·	4	-1	-10	84*	-5	·	-84	5.5	-0.6
20	CCCCCCSc1ccc(-c2nc3ccc(C)cn3c2NCc2ccccc2)cc1	1.0	-6	-3&-2	-5	-19	10	-0.8	19	0.5&3.1	0.2
21	CN(Cc1cccc(Cl)c1Cl)C(=O)CCNC(=O)c1ccco1	-1.3	6	0	-13	-4	1	-3.9	4	3.5	-1.1
22	CCC(C(=O)Oc1c(C(C)C)cccc1C(C)C)c1ccccc1 (centres undefined)	1.0	-3	-3	-3	-3	7	-0.3	3	2.2	-0.3
23	COc1ccc(C(=O)N2CCCCC2C(=O)Nc2ccc(-n3nc(C)cc3C)cc2)o1 (centres undefined)	1.7	0	0	-3	-4	0	-1.0	4	2.0	-2.3
24	Cc1csc(NC(=O)C2CCN(S(=O)(=O)c3ccccc3F)CC2)n1	-1.3	2	-2	-6	-6	-5	-1.0	6	-0.3	-1.0
25	Oc1ccc(-c2cn3c(n2)SCC3)cc1	-1.1	-2	·	-3	·	19	1.4	-26	2.0	0.4
26	COc1ccc(C2c3[nH]c4ccccc4c3CCN2C(=O)c2ccccc2C(C)=O)c(F)c1 (centres undefined)	-2.3	7	0	-2	·	6	1.6	·	-1.2	1.2
27	CCN(CC)CCCNC(=O)C1CCCN(c2nnc(N3CCCC3=O)s2)C1 (centres undefined)	1.2	3	-5	-1	22	·	1.0	-22	2.6	0.0
28	CCOC(=O)Cc1csc(NC(=O)C(NC(=O)C2CCC(C)CC2)C(C)C)n1 (centres undefined)	-0.9	-10	-2	-5	38	·	-1.4	-38	2.0	-0.7
29	C#CCOCCOCCOCCNc1nc(N2CCN(C(=O)[C@H](CCCCN)n3cc(CCCC)nn3)CC2)nc(N2CCN(C(=O)[C@H](CCCCN)n3cc(CCCC)nn3)CC2)n1	0.7	9	-3	0	29	7	-4.3	-29	3.7	-0.2
30	CCc1ccc(NC(=O)c2cc(Br)ccc2Br)cc1	2.6	·	0	·	·	·	0.3	·	3.0	·

# A few values from the results shown.
# Entry of CCCCCCSc1ccc(-c2nc3ccc(C)cn3c2NCc2ccccc2)cc1 in SR-BI DiI-HDL act: -19
# Entry of CC1(C)CC(=O)C2=C(C1)Nc1ccccc1S2 in phage Ecoli inh: 0.5

# (list continues)
nr	Molecule	AddAB inh	Tat export inh	Wnt bcat act	CAL PDZ FP-1	SR-BI DiI-HDL act	MITF TRPM1 HTS	E coli growth	SR-BI DiI inh	phage Ecoli inh	CAL PDZ FP-2
31	Cc1noc(C)c1COc1ccc(C(=O)OCC(N)=O)cc1	-1.2	1	-8	-2	14	-5	-2.0	-14	1.2	0.3
32	FC(F)Sc1nc(-c2ccccc2)c(-c2ccccc2)n1C(F)F	1.8	1	-5	-7	13	-1	0.2	-13	1.7	-2.1
33	CC(C)C(=O)N1CCC2(CC1)Oc1ccc(F)cc1C(=O)C21CC(c2ccccc2)=NO1 (centres undefined)	0.6	0	-1	-1	7	11	-2.2	-9	2.2	-0.1
34	COc1ccc(CCNC(=O)CSc2nnc(-c3ccc(F)cc3)c3ccccc23)cc1OC	1.9	7	-10	-2	-37	10	-1.2	37	-0.1	-1.6
35	OC(CNC1Cc2ccccc2C1)COc1ccc(Cl)cc1 (centres undefined)	1.9	-66	0	1	·	·	0.0	·	4.2	0.0
36	Cc1ccc(C(=O)NN2C(=O)C3C4C=CC(C4)[C@@H]3C2=O)cc1 (some centres undefined)	2.3	9	-3	0	6	-11	0.5	-6	0.8	0.3
37	CC(=NCc1ccc2c(c1)OCO2)C1=C(O)c2ccccc2C1=O	4.0	-3	·	-4	14	4	2.6	-14	-2.0	-2.7
38	COc1ccc(OC)c(CN2CCN(Cc3cccc4ccccc34)CC2)c1	4.2	-6	0	·	-11	11	-2.5	11	0.0	-1.6
39	CC[C@H]1c2[nH]c3ccc(C(C)C)cc3c2[C@@H]2CCN3C(=O)CCC[C@H]1[C@H]23	·	4	-3	-1	-44	0	·	44	3.6	-0.8
40	COCCCNCCCCOc1cccc(Br)c1	0.0	-11	-2	·	1	-8	-2.2	-1	4.5	0.8
41	Cc1ccc(NC(=O)C2CC(=O)N(Cc3ccccc3)C2)cc1S(=O)(=O)N1CCCCCC1 (centres undefined)	0.8	5	3	-5	-7	-7	-1.2	7	1.2	-1.0
42	COc1ccc(S(=O)(=O)NCCC(C)C)cc1OC	0.4	4	2	1	-11	-5	-2.0	11	-1.1	-2.2
43	Cc1ccccc1C(=O)NC(=S)N(CCO)Cc1ccccc1	0.4	-1	1	-3	-9	11	-1.3	9	1.8	-0.3
44	COc1ccc(NC(=O)CSc2nnc(-c3cccnc3)o2)cc1	8.6	11	·	-5	17	5	7.2	-17	7.6	0.2
45	O=C(Nc1ccc(Cl)c(Cl)c1)O/N=C/c1ccncc1	8.2	1	0	0	-9	23	4.2	9	6.7	-2.8
46	COc1cccc(C(=O)Nc2c3c(nc4c2CCC4)CCCC3)c1	-1.2	2	·	-5	-5	6	-0.5	5	3.1	-1.9
47	CCN1CCCC(Sc2nc3c([nH]2)c(=S)n(C)c(=O)n3C)C1 (centres undefined)	0.2	-11	0	6	16	-4	2.3	-16	-1.0	-1.8
48	CCCCn1c(=O)c(-c2ccccc2)c(O)c2ccccc21	1.3	3	-2	2	11	-18	-1.3	-11	4.0	0.0
49	CN(c1ccccc1)S(=O)(=O)c1cccc(C(=O)Nc2ccc3c(c2)CCC3)c1	1.5	-3	1	-2	-26	-5	2.9	26	3.6	-0.9
50	Cc1cc(-c2ccc(C(C)C)c(S(=O)(=O)NCc3ccco3)c2)on1	2.4	2	-3	-3	-6	12	1.4	6	2.0	-3.9
51	COc1ccc(NC(=O)c2cc(-c3ccc(OC)c(OC)c3)nc3ccccc23)c(OC)c1	2.5	1	4	-6	-95	-1	-1.1	95*	0.7	-3.5
52	Cc1cc(C(=O)N/N=C/C=C/c2cccc([N+](=O)[O-])c2)n[nH]1	1.9	4	0	·	-22	25	0.1	22	-0.1	-2.7

# A draw from above in order of molecular weight, smallest number first.
nr	Molecule	AddAB inh	Tat export inh	Wnt bcat act	CAL PDZ FP-1	SR-BI DiI-HDL act	MITF TRPM1 HTS	E coli growth	SR-BI DiI inh	phage Ecoli inh	CAL PDZ FP-2
52	Cc1cc(C(=O)N/N=C/C=C/c2cccc([N+](=O)[O-])c2)n[nH]1	1.9	4	0	·	-22	25	0.1	22	-0.1	-2.7
40	COCCCNCCCCOc1cccc(Br)c1	0.0	-11	-2	·	1	-8	-2.2	-1	4.5	0.8
41	Cc1ccc(NC(=O)C2CC(=O)N(Cc3ccccc3)C2)cc1S(=O)(=O)N1CCCCCC1 (centres undefined)	0.8	5	3	-5	-7	-7	-1.2	7	1.2	-1.0
